POLI inh: qHTS for Inhibitors of Polymerase Iota; DNA polymerase iota (Homo sapiens), Q9UNA4; Pol iota fluorescent replication assay, 10 min; Potency, µM (top dose mostly 115 µM), without a hit: at the highest dose activity, negative = inhibition, most hits filed as inhibitors; 390,000 compounds, 1% hits; AID 588590, 2011; also: potency is read from the fitted curve at half-maximal effect
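Fluorescent replication assay read twice, at 0 min and 10 min after adding 50 nM (final) substrate. Enzyme (10 nM) and compounds were first incubated 15 min at room temperature; enzyme-free buffer wells were negative controls.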
POLH inh: qHTS for Inhibitors of Polymerase Eta; DNA polymerase eta (Homo sapiens), Q9Y253; recombinant Pol eta, fluorescent DNA replication assay; Potency, µM (doses to about 114 µM), for the others: top-dose activity change, negative = inhibition, hits mostly inhibitors; 390,000 compounds, 1.2% hits; AID 588591, 2011; also: potency is read from the fitted curve at half-maximal effect; % is scaled to controls: 0 for no effect and ±100 for the full control effect
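Pol eta (10 nM) was preincubated with compounds for 15 min at room temperature, after which fluorescent replication substrate (50 nM final) was added to start the reaction. Fluorescence was read kinetically at 0 and 10 min.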
Pol beta inh: qHTS Assay for Inhibitors of DNA Polymerase Beta; Pol beta primer extension/strand displacement, fluorescence kinetic; 340,000 compounds, 1.3% hits; P06746; Potency, µM (doses to about 114 µM), without a hit: top-dose activity change, negative = inhibition, actives largely listed as inhibitors; AID 485314, 2010; also: potency is read from the fitted curve at half-maximal effect; % is scaled to controls: 0 for no effect and ±100 for the full control effect
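Human Pol beta at 10 nM; strand-displacement substrate 50 nM final. Compound exposure 15 min at room temperature before start, reaction 10 min at room temperature.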
APE1 inh: qHTS Assay for Inhibitors of the Human Apurinic/apyrimidinic Endonuclease 1 (APE1); DNA repair nuclease/redox regulator APEX1 (Homo sapiens), P27695; recombinant APE1, TAMRA/BHQ-2 abasic DNA cleavage fluorescence; Potency, µM (titrated, usually from 65.8 µM), inactives show top-dose activity change, negative = inhibition, hits mostly inhibitors; 350,000 compounds, 0.35% hits; AID 2517, 2012;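 also: potency is read from the fitted curve at half-maximal effect; plate controls were vehicle for no effect and reference inhibitor for full effect; nearly all actives have a fitted effect of over 55% in size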
Target sequence (P27695 whole entry, looked up): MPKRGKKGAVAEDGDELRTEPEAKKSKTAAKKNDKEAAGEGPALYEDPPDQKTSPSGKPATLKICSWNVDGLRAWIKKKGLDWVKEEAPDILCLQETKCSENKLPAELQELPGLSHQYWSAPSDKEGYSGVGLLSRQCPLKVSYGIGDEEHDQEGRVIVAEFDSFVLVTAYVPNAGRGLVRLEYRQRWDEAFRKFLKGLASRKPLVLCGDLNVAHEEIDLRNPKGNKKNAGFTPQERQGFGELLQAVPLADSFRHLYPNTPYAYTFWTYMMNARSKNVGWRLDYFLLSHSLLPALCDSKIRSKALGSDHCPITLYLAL
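Substrate: short duplex with […] THF abasic site, 5'-TAMRA and 3'-BHQ-2, 50 nM final. APE1 at 0.75 nM, preincubated 15 min RT with compound. Fluorescence increase from first to third read measured activity.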
BLM helicase inh: qHTS Assay for Inhibitors of Bloom's syndrome helicase (BLM) | RecQ-like DNA helicase BLM (Homo sapiens), P54132 | recombinant BLM DNA unwinding, fluorescence dequenching | Potency, µM (top dose mostly 56.1 µM), for the others: at the top dose activity change, negative = inhibition, most hits filed as inhibitors | 350,000 compounds, 0.2% hits | AID 2528, 2010;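 also: potency is read from the fitted curve at half-maximal effect; plate controls were vehicle for no effect and no enzyme for full effect; nearly all actives have a fitted effect of over 35% in size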
POLK inh: qHTS for Inhibitors of Polymerase Kappa. DNA polymerase kappa (Homo sapiens), Q9UBT6. purified Pol kappa, fluorescent DNA synthesis assay, 10 min. Potency, µM (doses to about 107 µM), for the others: top-dose activity, negative = inhibition, hits mostly inhibitors. 400,000 compounds, 0.53% hits; also: potency is read from the fitted curve at half-maximal effect; % is scaled to controls: 0 for no effect and ±100 for the full control effect
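Kinetic fluorescence screen: compound preincubated 15 min RT with 10 nM enzyme; 50 nM substrate (final) initiates; reads at 0/10 min.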
RXFP1 antagonist: qHTS Assay for Antagonists of the Relaxin Receptor RXFP1 | HEK293-RXFP1, relaxin-stimulated cAMP HTRF, 30 min; hits give low values | 350,000 compounds, 0.59% hits | activity change, negative = inhibition, % at 57.5 µM | Relaxin receptor 1 (Homo sapiens), Q9HBX9;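 active = activity change of -60% or lower, but not beyond a set lower limit; inconclusive = change between -60% and -40%, or beyond the set limit; inactive = change above -40%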; also: % is scaled to controls: 0 for no effect and ±100 for the full control effect
Tb PGK inh: qHTS Assay to Find Inhibitors of Phosphoglycerate Kinase | AID 602233, 2012 | 380,000 compounds, 0.043% hits | PGK/GAPDH coupled, Kinase-Glo luminescence, 60 min | Potency, µM (doses to about 57.5 µM), without a hit: at the top dose activity change, negative = inhibition, most hits filed as inhibitors | Phosphoglycerate kinase, glycosomal (Trypanosoma brucei brucei), P07378; also: potency is read from the fitted curve at half-maximal effect; % is scaled to controls: 0 for no effect and ±100 for the full control effect; nearly all actives have a fitted effect of over 60% in size
Target sequence (P07378 whole entry, looked up): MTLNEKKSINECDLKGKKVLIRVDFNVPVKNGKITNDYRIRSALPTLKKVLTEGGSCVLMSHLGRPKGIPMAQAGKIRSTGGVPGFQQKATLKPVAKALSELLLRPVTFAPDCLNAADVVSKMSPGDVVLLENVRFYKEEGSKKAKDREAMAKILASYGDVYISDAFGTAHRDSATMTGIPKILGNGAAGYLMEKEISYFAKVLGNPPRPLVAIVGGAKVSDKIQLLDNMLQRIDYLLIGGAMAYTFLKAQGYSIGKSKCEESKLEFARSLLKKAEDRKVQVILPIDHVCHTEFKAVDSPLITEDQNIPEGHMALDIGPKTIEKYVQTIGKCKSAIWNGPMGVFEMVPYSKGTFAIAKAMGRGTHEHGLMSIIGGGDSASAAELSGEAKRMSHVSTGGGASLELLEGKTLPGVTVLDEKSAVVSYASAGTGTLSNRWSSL
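Luminescent ATP detection (Kinase-Glo Plus) follows a 60-minute room-temperature incubation, with wells lacking PGK as controls. Buffer: 100 mM TEA (pH 7.6), 5 mM MgCl2, 0.01% Tween-20. Coupling enzyme GAPDH (100 nM final) supplies unstable 1,3-BPG in-well.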
Apoferritin bind: qHTS Assay for Identification of Novel General Anesthetics | Ferritin light chain (Equus caballus), P02791 | apoferritin/1-aminoanthracene competitive binding, fluorescence | Potency, µM (series often up to 77.5 µM), for inactives: at the highest dose activity change, negative = displacement, hits mostly inhibitors | 350,000 compounds, 0.074% hits; also: potency is read from the fitted curve at half-maximal effect; % is scaled to controls: 0 for no effect and ±100 for the full control effect; nearly all actives have a fitted effect of over 20% in size
Target sequence (P02791 2-175 limits assumed): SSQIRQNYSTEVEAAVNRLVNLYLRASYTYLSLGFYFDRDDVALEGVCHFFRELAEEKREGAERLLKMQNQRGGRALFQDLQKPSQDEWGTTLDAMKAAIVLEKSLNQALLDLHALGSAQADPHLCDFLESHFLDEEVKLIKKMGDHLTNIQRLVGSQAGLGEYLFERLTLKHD
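Probe: 1-aminoanthracene (50% saturated, PBS). Protein: horse-spleen apoferritin, 10 uM. Incubation: 10 min, room temperature. Detection: 380 nm excitation, 535 nm emission. Analysis: normalized response, four-parameter Hill.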
The depositor's hits bear a star; i = inactive; ? = inconclusive; / = no result given; & = joins results of further samples; [ ] = dose if it differs, or a comment. Unless noted, calls follow the shape of the dose curve; as a rule, active = well fitted curve in the direction sought with a large enough effect; inconclusive = small, poorly fitted or top-dose-only effect, or another doubt; inactive = no such curve, though single readings can be large; an effect the other way counts as inactive or inconclusive. Some of the compounds tested; rates above refer to the full screens.

Compound	POLK inh	POLI inh	Pol beta inh	RXFP1 antagonist	APE1 inh	Tb PGK inh	POLH inh	Apoferritin bind	BLM helicase inh
CCO[C@@H]1OC(C(=O)NCc2ccccc2)=C[C@H](c2csc3ccccc23)[C@H]1CCCO	4%	-15%	?	/	1%	-3%	-15%	-11%	-12%
Cc1nccn1CC(=O)N/N=C/c1ccc(O)c(O)c1	/	/	?	/	25µM*	/	/	14%	-3%
C[C@H](NS(=O)(=O)c1ccc2c(c1)OCCCO2)C(=O)N1CCN(c2ccc(F)cc2)CC1	-5%	19%	/	-3	6%	-6%	-23%	/	/
CCc1ccc2nc(N(CCCN(C)C)C(=O)c3ccc(S(=O)(=O)N4CCCC4)cc3)sc2c1	-10%	6%	11%	-12	-2%	4%	1%	-24%	-11%
Cn1c([N+](=O)[O-])cnc1COC(N)=O	-9%	-9%	24%	-8	18%	-10%	5%	3%	1%
OCc1cc(C(O)CNCCCCCCOCCCCc2ccccc2)ccc1O (stereo not given)	-13%[60.1 µM]	-1%	9%[57.1 µM]	13	13%&-5%&-8%&-7%	3%	-8%	?	2%&-14%
NC(=O)Cc1nc(-c2ccc([N+](=O)[O-])cc2)cs1	-3%	23%	35%	-4	4%	1%	-21%	-13%	2%
COc1ccc(-c2cc(C(C)=O)c(C)n2CCC(=O)NCc2ccc(C)cc2)cc1	-8%[60.1 µM]	-3%	-5%	-12	/	-11%	0%	-24%	0%
CCOC(=O)[C@@H]1[C@H]2COc3cc(OC)ccc3[C@H]2N2C(=O)N(c3ccc(C(F)(F)F)cc3)C(=O)[C@@]12C	-12%	12%	82%	/	-11%	1%	-18%	3%	-10%
CCN(CC(=O)NCc1ccccc1Cl)CC(=O)Nc1c(F)cccc1F	17%	49%[activator]	?	-1	2%	-2%	-8%	-7%	-2%
O=C1CCCN1CCCNS(=O)(=O)c1ccc(Cl)c(C(=O)N2CCOCC2)c1	-2%	-1%	1%	6	4%	i	-5%	2%	-2%
CCN(CC)CCN(C(=O)c1ccc2ccccc2c1)c1nc2cc3c(cc2s1)OCO3	-5%	33%[activator]	-6%	-21	21%	i	?	-16%	3%
Cc1ccc2[nH]c3nc(NN)nnc3c2c1	1%	90%[activator]	38%	3	-6%	-1%	19%	-10%	-2%
CCOc1ccc(CCNC(=O)COn2nnc3ccc(S(=O)(=O)N4CCOCC4)cc32)cc1OCC	-2%	28%	/	7	-3%	3%	2%	/	/
CS(=O)(=O)N1CCN(c2cccc(Cl)n2)CC1	6%	8%	13%	4	-2%	-5%	0%	-21%	-4%
Cc1cccc(NC(=O)C[n+]2ccc(N(C)C)cc2)c1	-4%	-20%	14%	8	56%	0%	-3%	-5%	-1%
COC(=O)CSc1n[nH]c(-c2cccnc2)n1	-2%	42%[activator]	41%	-8	-1%	-9%	-7%	4%	2%
CC(C)(C)C(=O)Cn1ncc(Cl)c(Cl)c1=O	-20%	12%	-2%	8	0%	/	-4%	-21%	-4%
Cc1ccccc1NC(=O)CCCNC(=O)c1ccc(Cl)cc1	-10%	9%	59%	-14	-22%	8%	2%	-8%	-5%
CC(=O)c1cc(-c2ccccc2)n(CCC(=O)Nc2ccc(C(C)C)cc2)c1C	-8%[60.1 µM]	-11%	-17%	?	/	-7%	-25%	4%	-11%
O=C(COc1ccccc1Cl)NCc1nc(-c2ccccc2)no1	-2%	21%	7%	6	54%	i	-9%	-5%	-2%
CC1CCc2sc3ncn4nc(C(=O)NCc5ccco5)nc4c3c2C1 (stereo not given)	-17%	18%	8%	7	-1%	-5%	?	3%	0%
COc1ccc(N(CC(=O)N2CCCCCC2)S(=O)(=O)c2c(C)[nH]c(=O)[nH]c2=O)cc1	5%	-15%	25%	/	1%	-4%	-7%	-4%	-1%
COC(CNC(=O)c1cccc2c1C(=O)N(Cc1cccnc1)C2)OC	4%	-4%	1%	-5	14%	-3%	-10%	-4%	0%
O=C(O)c1cc(-c2cccnc2)nc2ccccc12	-3%	4%	22%	-9	7%	-9%	-21%	3%	-2%
O=C1CC(Cc2ccccc2)C(=O)N1c1ncccn1 (stereo not given)	-14%	58%[activator]	-18%	-3	6%	-1%	0%	-23%	-1%
Cc1cc(S(=O)(=O)N2CCCCCC2)c(Cl)cc1Cl	-13%	17%	0%	-5	-3%	8%	-5%	?	-4%
CCSCCOC(=O)C1=C(C)N(C)C(=O)NC1c1ccc2c(c1)OCO2 (stereo not given)	-3%	-4%	-1%	-2	27%	-9%	4%	-13%	-1%
CN1CCN(S(=O)(=O)c2ccc(NC(=O)c3cccc(S(=O)(=O)N4CCCC4)c3)cc2)CC1	-2%	7%	0%	0	12%	-3%	-14%	-13%	-8%
CCC(C)NCCOc1ccc(C)cc1[N+](=O)[O-] (stereo not given)	-4%	37%[activator]	21%	-13	9%	-11%	-20%	-8%	2%
O=C(CCN1C(=O)C2C3C=CC(C3)C2C1=O)NC1CCCc2ccccc21 (stereo not given)	-11%	17%	6%	-3	-6%	1%	3%	4%	-7%
COc1ccc(/C=C2/SC(=O)NC2=O)cc1	10%	4%	-9%	-12	3%	i	-13%	-9%	3%
O=C(Cn1nc(N2CCN(c3ccccc3)CC2)ccc1=O)Nc1ccc(F)cc1F	-12%	5%	-11%	-1	/	i	3%	?	-2%
O=S1(=O)CCOC[C@H](c2ccccc2)N1Cc1ccccc1	-13%&-24%	16%&15%	52%	/	-11%	6%	-6%	-15%	-1%
CC(=O)Nc1ccc2c(c1)CCC2=O	4%	11%	17%	1	2%	3%	-11%	0%	0%
CC(Sc1nnc(-c2cccnc2)n1N)C(=O)N1CCOCC1 (stereo not given)	-1%	14%	/	6	30%	-1%	4%	/	/
CCCN(CCC)CCCNC(=O)c1ccc(CS(=O)(=O)c2c(Cl)cccc2Cl)o1	10%	24%	11%	-6	18%	-1%	-9%	-12%	-3%
O=C1NCC(Nc2ccccc2Cl)C(=O)N1 (stereo not given)	-3%	27%	/	3	/	-4%	-2%	/	/
O=C(N/N=C\C=C\c1ccco1)c1cc(-c2ccc3ccccc3c2)n[nH]1	79µM*	32µM*	16µM*	-22	20%	/	50µM*	-12%	-7%
Cc1ccc(C(=O)O/N=C/c2c(C)nn(C)c2Cl)cc1	-44%	-5%	-27%	9	-3%	2%	-14%	-19%	-3%
CC(=O)c1ccc(NC(=O)c2cc3sccc3n2Cc2ccc(F)cc2)cc1	5%	15%	3%	/	/	i	-6%	-8%	-5%
COc1cc(C(=O)N2CCc3c([nH]c4ccccc34)C2c2ccccc2)cc(OC)c1OC (stereo not given)	-15%[60.1 µM]	2%	5%	4	/	4%	-17%	105%[activator]	-14%
O=C(NCc1cccc(F)c1)c1ccc2nc(N3CCCCC3)sc2c1	-2%	32%[activator]	6%	?	/	-7%	6%	4%	0%
CN1CCCCCC1=Nc1ccc([N+](=O)[O-])cc1	-3%	116%[activator]	/	17	/	-2%	4%	/	/
O=C(COC(=O)c1ccc(O)cc1)Nc1ccccc1	4%	6%	89%	-19	-24%	-10%	-4%	2%	-4%
CN1C[C@@H]2[C@@H]3C(=O)N(C)C(=O)[C@@H]3[C@](Cc3ccccc3)(C1=O)N2C(=O)c1ccccc1	2%	25%	/	/	/	-6%	0%	/	/
O=C(CN1C(=O)CCSc2ccc(S(=O)(=O)N3CCCC3)cc21)Nc1ccccc1	20%	10%&4%	14%&15%	-1&0	29%	-10%	-3%&3%	-6%&-2%	-1%&-5%
CC(=O)Nc1ccc(S(=O)(=O)N(Cc2cccnc2)Cc2cc3ccc(C)cc3[nH]c2=O)cc1	-23%	31%	18%	-3	9%	0%	-16%	-11%	4%
Cc1cc(=O)oc2cc(OCC(=O)NCC3CCCO3)ccc12 (stereo not given)	-16%	-7%	-3%	11	-1%	-9%	-7%	1%	0%
COCCN(C(=O)c1cc2c(s1)CCC2)c1c(N)n(CC(C)C)c(=O)[nH]c1=O	45µM*	20µM*	/	-6	-7%	-17%	8.9µM*	/	/
CCc1nnc(NC(=O)COc2ccc3ccccc3c2)s1	4%	40%[activator]	2%	-30	38%	i	-1%	-2%	-3%
C#CCOCCOCCOCCNc1nc(N2CCN(C(=O)[C@H]([C@@H](C)CC)n3cc([C@@H](N)CC(C)C)nn3)CC2)nc(N2CCN(C(=O)[C@H](CCCCN)n3cc([C@@H](N)CC(C)C)nn3)CC2)n1	-18%	14µM*	44%	/	10%	3%	-8%	-6%	7%
CC(Cc1cccs1)NC(=O)Nc1ccc([N+](=O)[O-])cc1 (stereo not given)	1%	?	11%	-3	1%	/	-3%	?	-2%
Cc1cc(Cl)ccc1NC(=S)NCCc1ccc(Cl)cc1	-10%	-10%	-8%	-26	1%	-5%	-12%	4%	-12%
